Source: PubChem BioAssay (several laboratories)
ERb SRC1 inh = ER-beta (human) coactivator binding inhibition. AID 633. inhibition, % at 25.6 µM. TR-FRET ER-beta LBD / SRC1-Cy5 peptide binding; receptor agonist-loaded with 1 µM estradiol. Q92731. 1.3% of 86,000 active;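 active means compounds whose percent inhibition of the receptor-coactivator binding signal exceeds about 50% in the single-dose screen, limit read from the data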;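 further: 0% = receptor plus peptide wells without compound and 100% = peptide-only wells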
Smad3 inh = blocks human Smad3 binding to FoxH1 peptide. P84022. TR-FRET Smad3/Dy647-FoxH1 peptide binding, europium anti-His. inhibition, % at 25 µM. 0.29% of 88,000 active;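 active means compounds that reduce the energy-transfer binding signal between the protein and its labelled peptide by more than half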;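 further: 0% = Smad3 plus labelled peptide maximal FRET and 100% = peptide-only background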
Mac1 fbg inh = CD11b/CD18-fibrinogen binding inhibition. inhibition, % at 10 µM. K562 CD11b/CD18 adhesion to fibrinogen, ATPlite luminescence; Mn2+ added to activate the integrin. AID 1497. 0.54% of 93,000 active. P05107+P11215;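 active means primary inhibition of 50% or more at 10 µM, then 40% or more on retest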; further: some results filed as inactive read as strong as hits
Target sequence (P05107 whole entry, looked up, other chains not shown): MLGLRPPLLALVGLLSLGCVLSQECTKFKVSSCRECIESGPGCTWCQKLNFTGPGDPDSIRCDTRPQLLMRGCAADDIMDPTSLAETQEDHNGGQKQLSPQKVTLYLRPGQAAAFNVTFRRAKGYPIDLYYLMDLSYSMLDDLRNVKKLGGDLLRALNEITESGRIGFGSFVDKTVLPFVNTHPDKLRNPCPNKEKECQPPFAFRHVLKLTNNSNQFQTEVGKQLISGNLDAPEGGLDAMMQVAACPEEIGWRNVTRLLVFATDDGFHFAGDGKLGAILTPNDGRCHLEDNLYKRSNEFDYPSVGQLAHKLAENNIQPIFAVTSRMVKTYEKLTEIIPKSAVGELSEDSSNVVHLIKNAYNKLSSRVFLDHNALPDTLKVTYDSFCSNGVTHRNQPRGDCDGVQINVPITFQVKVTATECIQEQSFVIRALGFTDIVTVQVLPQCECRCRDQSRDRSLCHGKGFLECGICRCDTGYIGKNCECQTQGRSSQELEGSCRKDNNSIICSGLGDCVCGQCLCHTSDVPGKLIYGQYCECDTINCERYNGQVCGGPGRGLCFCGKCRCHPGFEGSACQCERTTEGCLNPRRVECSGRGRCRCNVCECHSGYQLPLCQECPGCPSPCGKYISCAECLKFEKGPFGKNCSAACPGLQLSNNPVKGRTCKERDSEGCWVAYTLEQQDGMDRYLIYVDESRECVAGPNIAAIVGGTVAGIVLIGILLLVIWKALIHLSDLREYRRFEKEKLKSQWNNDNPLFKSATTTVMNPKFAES
CD11b adhes enh = increases human CD11b/CD18 adhesion to fibrinogen; 0.07% of 93,000 active; P05107+P11215; K562 CD11b/CD18 adhesion to fibrinogen, ATPlite luminescence; activation, % at 10 µM; AID 1499;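 active means 10 µM primary screen giving 50% or more activity, confirmed by 40% or more on retest at that dose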; further: strong numbers were not always called active; reference of the scale not given here
Calb biofilm kill = kills Candida albicans biofilms. inhibition, % at 6 µM. C. albicans biofilm + clotrimazole, Alamar Blue. 0.14% of 85,000 active. AID 834;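 active means inhibition above 20%; inactive means inhibition below 20%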;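 further: preformed 24 hr biofilms exposed to compound for 48 hr; 0% = biofilm without compound and 100% = blank killed by clotrimazole plus chlorhexidine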
sEH act = soluble epoxide hydrolase (human) activation | AID 717 | P34913 | purified human sEH enzymatic activity, activator screen | 0.04% of 91,000 active | activation, % at 2 µM; in the data active means activation above about 37%; further: values of inactives mirror those of a sister screen read the other way
MT1-MMP txn act = activates MT1-MMP transcription; HT1080 MT1-MMP promoter luciferase reporter, luminescence, overnight; hits give high values; activation factor at 10 µM; 0.16% of 86,000 active;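 active means activation factor of at least 2 for MT1-MMP transcription at 10 µM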
sEH inhibitor = blocks human soluble epoxide hydrolase activity | P34913 | recombinant human sEH enzymatic activity assay | inhibition, % at 2 µM | 0.34% of 91,000 active | AID 707; in the data active means inhibition above about 80%; further: values of inactives mirror those of a sister screen read the other way; many of its hits are not listed in these tables
ERa SRC1 pot = ER-alpha (human) coactivator binding potentiation; P03372; TR-FRET ERalpha-LBD/SRC-Cy5 coactivator binding, 2 h; 100 = basal binding, no effect; coactivator binding (% of control), % at 25.6 µM; 1.3% of 86,000 active; in the data active means activity above about 200%;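 further: binding measured in presence of low estradiol as agonist stimulus; 0% = peptide alone without receptor and 100% = receptor with peptide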
Active calls of the source: *; x = no result given; [ ] = another dose, or the depositor's remark.

#	molecule	ERb SRC1 inh	Smad3 inh	Mac1 fbg inh	CD11b adhes enh	Calb biofilm kill
1	Cc1noc(C)c1CSc1nc2cc(S(=O)(=O)N3CCOCC3)ccc2o1	x	x	-21	7	x
2	O/N=C\c1cccn1-c1ccc(Br)cc1	-17	7	22	2	8
3	CC(C)COC(=O)Cn1cnc2ccc(Br)cc2c1=O	-2[fluorescence artefact?]	2	2	0	5
4	O=C(NC1CCCc2ccccc21)C1CCN(c2c(N3CCCC3)c(=O)c2=O)CC1 (stereo unspecified)	-1	-7	x	x	14
5	Cc1ccc(Nc2nc(N)nc(CN3CCc4ccccc4C3)n2)cc1	-9	-15	-10	0	0
6	COc1ccc(C(=O)NCc2cccnc2)cc1S(=O)(=O)N1CCOCC1	-1	1	-10	0	-8
7	COc1ccc(-c2nc(-c3cccc(C(F)(F)F)c3)no2)cc1OC	1[fluorescence artefact?]	2	11	-2	10
8	CCN(CC)P(=O)(C(NC(=O)OC)C(F)(F)C(F)(F)C(F)(F)C(F)F)N(CC)CC (stereo unspecified)	-1	6	-2	1	8
9	COC(=O)C(/C=N/OCc1ccc([N+](=O)[O-])cc1)NC(=O)c1cccc(Cl)c1 (stereo unspecified)	20	-10	-1	6	11
10	COc1ccc(-c2noc(CSc3nc(N)c(-c4ccccc4)c(=O)[nH]3)n2)cc1OC	7[fluorescence artefact?]	8	-19	-2	3
11	Cn1cc(Br)cc2nc(C(F)(F)F)nc1-2	3	12	-49	1	6
12	CN(C(=O)c1ccc2c(c1)OCO2)C1(C(=O)NC2CCCC2)CCCCC1	1[fluorescence artefact?]	8	13	4	-3
13	NC(=O)C1CCN(C(=S)c2cccs2)CC1	-9	2	-29	7	4
14	Oc1c(C(c2ccccn2)N2CCOCC2)ccc2cccnc12 (stereo unspecified)	78*[fluorescence artefact?]	14	11	-9	10
15	CCOc1ccc2[nH]c(=O)c(C(c3nnnn3Cc3ccco3)N3CCCC(C)C3)cc2c1 (stereo unspecified)	22	5	7	6	10

#	sEH act	MT1-MMP txn act	sEH inhibitor	ERa SRC1 pot
1	-8	1.1	11	x
2	0	1.1	0	94
3	3	1.3	0	100[fluorescence artefact?]
4	x	1.1	x	86
5	-4	1	7	110
6	7	1.3	-5	115
7	-1	1	2	148
8	-12	0.9	12	97
9	-7	x	10	395*[fluorescence artefact?]
10	6	1.1	-12	79
11	0	1.1	3	107
12	x	1.2	x	115
13	11	1	-7	110
14	-6	0.8	6	56[fluorescence artefact?]
15	0	1.1	0	58

(continued)
#	molecule	ERb SRC1 inh	Smad3 inh	Mac1 fbg inh	CD11b adhes enh	Calb biofilm kill
16	Clc1ccc(CNc2nnnn2-c2ccccc2)c(Cl)c1	x	x	-19	-3	x
17	COC(=O)c1ccc(C2C(C(=O)OC(C)C)=C(C)N=C3SCCC(=O)N32)cc1 (stereo unspecified)	4[fluorescence artefact?]	10	3	-3	6
18	COC(=O)C1=C(C)NC(=O)CC1c1ccc(F)c(Br)c1 (stereo unspecified)	-15	-5	-2	-1	5
19	O=C(NC1(C(F)(F)F)NC(=O)N(Cc2cccnc2)C1=O)c1ccncc1 (stereo unspecified)	9	-4	-54	2	9
20	FC(F)(F)c1cccc(N2CCN(c3nnnn3-c3ccccc3)CC2)c1	-6	-2	-1	5	6
21	CC(=O)n1c2ccccc2c2c(C#N)c(N3CCCCC3)sc21	18[fluorescence artefact?]	11	x	x	9
22	Cc1onc(-c2c(F)cccc2Cl)c1C(=O)Nc1cccc(Cn2cccn2)c1	-5	10	1	2	10
23	Cn1c(-c2ccc(F)cc2)cnc1NCc1cccc(F)c1	-4	0	5	0	-4
24	COC(=O)c1ccc2c(=O)n(CCCCCC(=O)N3CCN(c4ccccc4)CC3)c(=O)[nH]c2c1	-13[fluorescence artefact?]	14	-13	0	2
25	Cc1cc(S(=O)(=O)N2CCCC2)ccc1OCC(=O)NCc1ccco1	13	7	-14	5	9
26	Cc1ccc(S(=O)(=O)N=S(CC2CC2(Cl)Cl)CC2CC2(Cl)Cl)cc1 (stereo unspecified)	-2	6	-4	-3	-1
27	O=C(C1CCN(S(=O)(=O)c2cccc3cccnc23)CC1)N1CCN(c2ccc(Cl)cc2)CC1	6[fluorescence artefact?]	6	30	-1	-3
28	CCc1nc2ccccc2[nH]1	3	-8	-5	0	3
29	C(=N\c1nccs1)/Nc1nccs1	-4	-2	-13	-4	-1
30	COc1ccc(CCNS(=O)(=O)c2ccc3c(c2)oc(=O)n3C)cc1OC	19	0	x	x	-8

#	sEH act	MT1-MMP txn act	sEH inhibitor	ERa SRC1 pot
16	3	x	-4	x
17	x	1.1	x	100
18	3	1.1	1	126
19	4	x	-3	109
20	20	1.1	-20	92
21	x	1.1	x	123
22	16	1	-16	119
23	-4	1.4	8	98
24	4	1.2	-3	125
25	x	0.9	x	85
26	8	1	-6	101
27	16	1	-14	102[fluorescence artefact?]
28	-3	1	3	107
29	1	1.1	0	106
30	x	1.1	x	87[fluorescence artefact?]

The list goes on.
#	molecule	ERb SRC1 inh	Smad3 inh	Mac1 fbg inh	CD11b adhes enh	Calb biofilm kill
31	COc1ccc(NC(=O)c2cc(C)on2)cc1OC	-10	8	-20	-1	1
32	Cc1cccc2nc(Cn3c(=O)n(CCCC(=O)NCc4ccco4)c(=O)c4ccccc43)cc(=O)n12	-4[fluorescence artefact?]	3	x	x	9
33	CC1=CC(C)(C)N2C(=O)C3(C(C#N)=C(N)OC4=C3C(=O)CC(C)(C)C4)c3cc(C)cc1c32 (stereo unspecified)	13	-11	-12	0	0
34	CCOc1ccc(-n2c3nc4ccccc4nc3c3c(=O)n(Cc4ccco4)cnc32)cc1	13	34[fluorescence artefact?]	x	x	-3
35	COC(=O)c1ccc(CSc2nnc(CNC(=O)c3ccc(OC)cc3)o2)o1	0	7	-3	-4	-4
36	COc1ccc(C(=O)N2CCN(S(=O)(=O)c3ccc(Cl)cc3)CC2)cc1OC	-2	-9	15	-2	4
37	COc1ccc(CCNC(=O)CCCn2c(SCC#N)nc3ccccc3c2=O)cc1OC	2	1	-4	-2	7
38	CC(Sc1nc(N2CCOCC2)c2c(c1C#N)CC(C)(C)OC2)C(=O)Nc1ccccc1 (stereo unspecified)	9[fluorescence artefact?]	16[fluorescence artefact?]	x	x	6
39	COc1cccc(NC(=O)CN2CCN(c3nc(-c4cccc(OC)c4)cs3)CC2)c1	-8	-2	x	x	-2
40	CCCn1nnnc1SCC(=O)Nc1nnc(CC)s1	2	1	-16	-3	7
41	COc1ccc(NC(=O)C2CSC3c4ccccc4C(=O)N23)cc1 (stereo unspecified)	3	5	1	0	3
42	COCCNC(=O)COC(=O)/C=C/c1cnc2ccccc2n1	4[fluorescence artefact?]	11	x	x	6
43	CCN(CC)c1nc2ccccc2nc1C(C#N)C(=O)NCCc1ccccc1 (stereo unspecified)	9	12[fluorescence artefact?]	7	20	6
44	Cc1ccc(OCC(=O)Nc2cc(-c3nn4c(C)nnc4s3)ccc2C)cc1	-5[fluorescence artefact?]	-7	x	x	10
45	O=C(O)C1CCC(=O)N1Cc1ccc(F)cc1 (stereo unspecified)	0	15	-3	-5	1

#	sEH act	MT1-MMP txn act	sEH inhibitor	ERa SRC1 pot
31	-2	1.3	4	125
32	x	1.1	x	111[fluorescence artefact?]
33	-3	x	5	87[fluorescence artefact?]
34	-1	1	1	119[fluorescence artefact?]
35	12	1	-10	102[fluorescence artefact?]
36	24	1	-28	92
37	-21	1	22	103
38	-4	1.1	2	153
39	-6	1.2	6	110
40	-6	1.1	5	107
41	6	1	-3	92
42	x	1.6	x	101
43	1	1	0	104
44	x	1	x	165
45	13	1.1	-16	93

More structures follow:
#	molecule	ERb SRC1 inh	Smad3 inh	Mac1 fbg inh	CD11b adhes enh	Calb biofilm kill
46	O=C(c1nnc(-c2ccncc2)o1)c1ccccc1Cl	3[fluorescence artefact?]	0	-4	-5	4
47	CS(=O)(=O)N(Cc1ccccc1)c1ccccn1	4[fluorescence artefact?]	5	-7	0	7
48	CC1CN(S(=O)(=O)c2ccc(Cl)c(C(F)(F)F)c2)CC(C)O1 (stereo unspecified)	-3	8	-18	-1	1
49	CCOc1ccccc1-c1nc(-c2ccc(C)nc2OC)no1	x	x	-6	0	x
50	CC(C)(C)C1=Nn2c(nnc2C2CCCCC2)SC1	-14	-1	4	2	7
51	CCOC(=O)c1cc2cc(-c3c(C(=O)OCC)oc4cc(O)cc(O)c4c3=O)ccc2o1	24[fluorescence artefact?]	-3	41	-6	5
52	COc1ccccc1NS(=O)(=O)c1ccc2oc(SC3CCOC3=O)nc2c1 (stereo unspecified)	-2[fluorescence artefact?]	2	-5	-1	-1
53	CCCCOc1ccc(-c2ncc(Cl)cn2)cc1	5[fluorescence artefact?]	7	-1	-2	3
54	Cc1cc(C)c(NC(=O)C2CCCN2CCO)c(C)c1 (stereo unspecified)	1[fluorescence artefact?]	-22	-10	2	3
55	Cc1ccc(C(=O)OCC(=O)c2ccc(Cl)s2)s1	11	0	-14	0	7
56	CCCc1nnc(NC(=O)c2ccc(N3C(=O)C4C5C=CC(C5)C4C3=O)cc2)s1 (stereo unspecified)	-2[fluorescence artefact?]	-5	-12	-3	0
57	O=C(Nc1ccc(S(=O)(=O)NCc2ccccc2)cc1)Nc1ccc2c(c1)OCO2	1	11	9	12	6
58	Cc1cc2n(n1)SC(Nc1ccccc1)N2 (stereo unspecified)	-20	-14	x	x	-5
59	CC(=NCCN1CCN(C(=S)Nc2ccccc2)CC1)C1=C(O)CC(C)(C)CC1=O	x	x	5	-4	x
60	O=C(CN1CCN(Cc2ccccc2)CC1)Nc1ccc(Cl)cn1	-5	5	-53	7	8
61	CCNC(=S)NNC(=O)c1cc(C)on1	x	x	4	0	x
62	CCC1Oc2ccc(C)cc2N(CC(=O)N(Cc2ccc(C)o2)C2CCCC2)C1=O (stereo unspecified)	0	5	x	x	3

#	sEH act	MT1-MMP txn act	sEH inhibitor	ERa SRC1 pot
46	22	1.2	-21	99
47	-7	1.1	8	111
48	9	1.2	-8	112
49	-8	1.2	8	x
50	-6	1.1	9	102
51	x	1	x	73
52	13	1	-14	123
53	0	1.4	0	130
54	-7	1	10	96[fluorescence artefact?]
55	0	1.4	-2	84
56	-9	1	5	125
57	-80	1.4	80	118
58	-2	1.3	3	109
59	0	x	1	x
60	1	1.2	2	101[fluorescence artefact?]
61	-6	x	6	x
62	2	1.3	1	94

By substructure, those above containing an aryl thioether with sulfur outside any ring (seven)
#	molecule	ERb SRC1 inh	Smad3 inh	Mac1 fbg inh	CD11b adhes enh	Calb biofilm kill
1	Cc1noc(C)c1CSc1nc2cc(S(=O)(=O)N3CCOCC3)ccc2o1	x	x	-21	7	x
10	COc1ccc(-c2noc(CSc3nc(N)c(-c4ccccc4)c(=O)[nH]3)n2)cc1OC	7[fluorescence artefact?]	8	-19	-2	3
35	COC(=O)c1ccc(CSc2nnc(CNC(=O)c3ccc(OC)cc3)o2)o1	0	7	-3	-4	-4
37	COc1ccc(CCNC(=O)CCCn2c(SCC#N)nc3ccccc3c2=O)cc1OC	2	1	-4	-2	7
38	CC(Sc1nc(N2CCOCC2)c2c(c1C#N)CC(C)(C)OC2)C(=O)Nc1ccccc1 (stereo unspecified)	9[fluorescence artefact?]	16[fluorescence artefact?]	x	x	6
40	CCCn1nnnc1SCC(=O)Nc1nnc(CC)s1	2	1	-16	-3	7
52	COc1ccccc1NS(=O)(=O)c1ccc2oc(SC3CCOC3=O)nc2c1 (stereo unspecified)	-2[fluorescence artefact?]	2	-5	-1	-1

#	sEH act	MT1-MMP txn act	sEH inhibitor	ERa SRC1 pot
1	-8	1.1	11	x
10	6	1.1	-12	79
35	12	1	-10	102[fluorescence artefact?]
37	-21	1	22	103
38	-4	1.1	2	153
40	-6	1.1	5	107
52	13	1	-14	123

Not all compounds are listed. The share of hits here may be higher or lower than overall.
